# Assay outcomes (PubChem BioAssay)
# S3 lipid droplet: qHTS Assay for Lipid Storage Modulators in Drosophila S3 Cells; AID 2685; Potency in µM for hits, for the others lipid storage change, negative = inhibition, % at the top dose, mostly 46.1 µM; 320,000 compounds, 0.64% hits; Drosophila S3 cells, BODIPY lipid droplet fluorescence, 18-24 h; cells fed with added oleic acid; active means well fitted inhibition curve with a large enough effect in the signal ratio, with a control signal flat, not every such curve was filed as active; inconclusive means small, poorly fitted or top-dose-only effect, or effect the other way, or a change in a side signal; the % refers to the signal ratio
#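 Drosophila S3 cells loaded with oleic acid (400 uM, as added) and compounds at several concentrations; lipid droplets imaged by 488-nm laser-scanning cytometry, 500–530 nm intensity and object ratio to cell channel. Percent activity normalized to 20 uM Triacsin C.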
# S3 lipid droplet cell count max: further read-out of S3 lipid droplet, marked with its call; cell number change, %; measured here: cell count max response;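 cells counted by Cell Tracker Red CMTPX staining in the red channel; peak over a dose series mostly up to 46.1 µM; percent activity relative to internal control wells on each plate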
# Active calls of the source: *; i = inactive; ? = inconclusive; · = not tested or not shown; [ ] = dose if it differs, or a comment. On the % scale 0 is the no-effect control and ±100 the full control effect; potency means the concentration at half of the fitted maximal effect.
no.	SMILES	S3 lipid droplet	S3 lipid droplet cell count max
1	CCOC(=O)C1(CC2CC2)CCN(Cc2ccc(C(=O)OC)cc2)CC1	?	·
2	Cc1ccc2cc(/C=N/NC(=O)c3ccccc3[N+](=O)[O-])c(Cl)nc2c1	?	·
3	CC(C)NC(=O)C(=O)NNC(=O)C12CC3CC(CC(C3)C1)C2	0.1%	1.0
4	COc1cccc(OCCOCC(O)CN2CCN(Cc3ccc(Cl)cc3)CC2)c1 (stereo not given)	?	·
5	CC1(C)Cc2c(cnn2-c2ccccc2)C(NC(=O)c2ccoc2)C1 (stereo not given)	i	21.1
6	Cc1cc(=O)oc(C)c1C(=O)Nc1ccccc1F	5.8%	0.0
7	COc1ccc(NC(=O)CN2CCN(C3c4ccccc4-c4ccccc43)CC2)cc1	?	·
8	O=c1[nH]c2ccccc2n2cnnc12	?	·
9	O=C(CSc1ncnc2sc3c(c12)CCCCC3)NCc1ccco1	i	·
10	Cc1ccc(C2NC(=O)c3c(sc4c3CCN(C)C4)N2)o1 (stereo not given)	?	·
11	CCOC(=O)c1sc2nc(CSc3ccccc3)nc(N3CCC(C(N)=O)CC3)c2c1C	?	·
12	COc1ccc(N/C(N)=N/c2nc(CSc3ccc(C)cc3)cc(=O)[nH]2)cc1	?	·
13	CCOC(=O)c1c(C)oc2c1C(=O)c1ccccc1C2=O	?	·
14	O=C(c1cnc2n(c1=O)CCS2)N1CCN(C(c2ccccc2)c2ccc(Cl)cc2)CC1 (stereo not given)	?	·
15	COC(=O)c1ccc(NC(=O)CN2CCCC2)cc1	-8.0%	-13.3
16	CCn1c(Cc2ccccc2)nnc1SCC(=O)NC1CC1	-0.4%	-3.3
17	COC(=O)CCC(=O)NC(=S)Nc1ccccc1F	0.2%	10.1
18	O=S(=O)([N-]c1nc2ccccc2nc1-n1cc[n+](Cc2ccccc2)c1)c1ccc(Br)cc1	?	·
19	COc1cc(OC)c(OC)cc1CN1CCN(c2ccc(F)cc2)CC1	?	·
20	Cc1cc(C)c2nc(-c3ccccn3)cc(C(=O)NCc3cc(C)n(C)n3)c2c1	?	·
21	CSCCC(NC(=O)c1ccco1)C(=O)NCc1ccc(F)cc1 (stereo not given)	i	·
22	CC(=O)c1cccc(NC(=O)N2CCCC2C(=O)NCc2ccc(F)cc2)c1 (stereo not given)	?	·
23	Cn1cccc1C1(C(F)(F)F)NCCNC1=O (stereo not given)	i	·
24	Cc1ccc(NC(=O)/C(=C/c2cccc(Br)c2)NC(=O)c2ccco2)cc1	?	·
25	CCOC(=O)N1CCN(C(=O)CCc2ccc(S(=O)(=O)NC(C)C)cc2)CC1	18.6%	-5.0
26	COc1cccc(CNC(=O)CCCn2nc(C)c3c(C)n(-c4ccc(C)cc4)nc3c2=O)c1OC	?	·
27	COC(=O)CCCC(=O)NC1CCCN(C2Cc3ccccc3C2)C1 (stereo not given)	15.0%	-1.8
28	COc1ccc(Br)c(C(=O)Nc2nc3ccccc3[nH]2)c1	?	·
29	COC(=O)CCC(=O)OC1(C)C(=O)C=C2C=C(C3CC3)N(C3CCCC3)C=C2C1=O (stereo not given)	-0.2%	10.9
30	COc1ccc(C(=O)/C=C/Nc2ccc([N+](=O)[O-])cc2C)cc1OC	?	·

# (further entries)
no.	SMILES	S3 lipid droplet	S3 lipid droplet cell count max
31	CCOC(=O)C1CCCN(C(=O)c2ccc(C)cc2O)C1 (stereo not given)	i	·
32	COc1cc(C(=O)Nc2ccc(S(=O)(=O)N3CCc4ccccc43)cc2)cc(OC)c1OC	?	·
33	CC(C)OCCCNC(=O)c1cccs1	?	·
34	COc1ccc(S(=O)(=O)N2CCOCC2)cc1NC(=O)COC(=O)CCOc1ccc(C)cc1	?	·
35	Cc1n[nH]c(=S)c2nn(-c3cccc(Cl)c3)c(C)c12	?	·
36	O=C(NCCN1CCN(c2ccccc2Cl)CC1)Nc1ccccc1	?	·
37	Oc1ccc(C[C@@H]2CNC(=S)N2CCCCC2CCCCC2)cc1	?	·
38	O=C1CCCN2N=C(SCC(=O)Nc3nccs3)SC2=N1	-0.2%[9.22 µM]	-20.3
39	CC(=O)c1sc2nsc(SCCN3CCOCC3)c2c1N	7.2%	-4.7
40	Cc1ccc2c(c1)N(CC(=O)NC1CCCC1)C(=O)c1cccnc1O2	-5.2%	0.9
41	S=C(NCc1cccc(Cl)c1)NCc1ccco1	-19.9%	29.3
42	CCc1nnc(NC(=O)CSc2nnc(-c3ccco3)n2C)s1	12.3%	1.2
43	O=[N+]([O-])c1ccc(N2CCCCC2)cn1	0.2%	0.9
44	CC1CCN(c2nc(-c3ccco3)c3c(c2C#N)CC(C)(C)OC3)CC1	?	·
45	Cc1cnn(CCC(=O)NNC(=S)Nc2ccc(F)cc2)c1	11.2%	-4.5
46	N#Cc1cccc(NC(=O)CCn2ccnc2)c1	?	·
47	CC(C)n1ncc(C(N)=O)c1N	-2.3%	-3.2
48	CCN(CCN(C)C)C(=O)c1ccc2c(c1NCCO)C(=O)c1ccccc1C2=O	-7.5%	-8.2
49	CCCC(NC(=O)COc1cc2c(c3oc(=O)cc(C)c13)CCC(C)(C)O2)C(=O)O (stereo not given)	?	·
50	Cn1ccc(=Nc2ccc(NC(=O)c3ccc(N=c4ccn(C)c5ccc([N+](=O)[O-])cc45)cc3)cc2)cc1	?	·
51	CC(Sc1ncnc2ccccc12)C(=O)Nc1ccc2c(c1)OCO2 (stereo not given)	-11.1%	-0.8
52	O=C(CCc1cnccn1)NC1CCCc2c1cnn2-c1ccc(F)cc1F (stereo not given)	-14.4%	-10.3
53	COc1ccc(CCNC(=O)C(Sc2ccccn2)c2ccccc2)cc1OC (stereo not given)	?	·
54	O=C(N=C1SC2CS(=O)(=O)CC2N1c1cccc(Cl)c1Cl)C1CC1 (stereo not given)	i	2.1
55	COc1ccc(CCNC(=O)c2ccccc2OCc2ccccc2)cc1	?	·
56	Nc1nc(-c2ccco2)nn1S(=O)(=O)c1ccccc1	-0.4%	6.1
57	COc1ccc(-c2nsc3c(N4CCCCC4C)ncnc23)cc1 (stereo not given)	-8.8%	12.4
58	Cc1ccc(NC(=O)CCN2C(=O)NC3(CCCC3)C2=O)cc1S(=O)(=O)N1CCOCC1	?	·
59	Cc1cccc(OCc2nc(C#N)c(N3CCCC3)o2)c1	12.3%	15.2
60	CCOc1cc(CNc2ccc(N3CCCC3)cc2)cc(Cl)c1OC	?	·

# (next part)
no.	SMILES	S3 lipid droplet	S3 lipid droplet cell count max
61	N#C/C(=C\c1cccc([N+](=O)[O-])c1)C(=O)Nc1cccnc1	-1.4%	2.5
62	COc1ccc2[nH]c(=O)c(CN(c3ccccc3)S(=O)(=O)c3ccccc3)cc2c1	-1.9%	·
63	CCOc1ccc(C(=O)Nc2ccncc2)cc1	?	·
64	CC(=O)CCc1oc2ccc(C)cc2c1-c1ccccc1	20.7%	1.8
65	O=C(NCCN1CCOCC1)C(=O)NCC1OCCN1C(=O)c1ccc(Cl)cc1 (stereo not given)	2.5%	-1.1
66	CC1CCCC(NC(=O)COC(=O)/C=C/c2ccco2)C1C (stereo not given)	?	·
67	O=C(CCNC(=O)c1ccccc1)N=Nc1c(O)[nH]c2ccccc12	?	·
68	COc1ccccc1CCC(=O)Nc1nccs1	16.6%	10.9
69	COc1cccc(CNC(=O)C2CCN(c3nn4c(=O)cc(C)nc4s3)CC2)c1	i	·
70	COc1ccc(/C=N/NC(=O)c2ccc(Br)o2)cc1Cn1cc([N+](=O)[O-])cn1	?	·
71	Cc1ccc(S(=O)(=O)NCCCNS(=O)(=O)c2ccccc2[N+](=O)[O-])cc1	?	·
72	COc1cc(C(=O)NCc2ccc(-c3nc4ccccc4o3)cc2)cc(OC)c1OC	?	·
73	O=C(CCC(=O)N/N=C/c1ccc(Br)s1)NCc1ccccc1	-9.0%	8.4
74	O=c1[nH]c(=O)n([C@H]2C[C@H](O)[C@@H](CO)O2)cc1F	-3.1%	21.1
75	NC(=O)c1ccc(SCC(=O)OCC(=O)NC2CCCCCCC2)c([N+](=O)[O-])c1	?	·
76	CC(C)CC(C(=O)NCC1CCCO1)N(C(=O)Cn1nnc(-c2ccc(F)cc2)n1)c1ccccc1F (stereo not given)	-5.3%	13.0
77	Cc1ccc(S(=O)(=O)c2nc(S(C)(=O)=O)sc2N2CCC(O)CC2)cc1	?	·
78	CCCCSc1nc(C)c(CC(=O)O)c(=O)[nH]1	?	·
79	COc1ccccc1NC(=S)N1CCN(Cc2ccccc2)CC1	?	·
80	CC(C)C(C)NC(=O)COc1ncnc2ccccc12 (stereo not given)	?	·
81	CC(NC(=O)C(=O)NN=C1CCCCCCCCCCC1)c1ccccc1 (stereo not given)	5.6%	8.4
82	COc1ccc([C@@H]2C[C@@H](c3ccccc3)Oc3cc(OC)cc(OC)c32)cc1	?	·
83	CCOCCCNC(=O)c1cc(Cl)c(NC(=O)C2=C(C)OCCS2)cc1OC	?	·
84	Cc1cc(NC(=O)CCC(=O)N(Cc2cccs2)C(C(=O)NC2CCCC2)c2ccccc2)no1 (stereo not given)	-7.2%	-5.4
85	Cc1cc(C)nc(N2CCCC(C(=O)NCc3ccc4c(c3)OCO4)C2)n1 (stereo not given)	5.7%	-10.2
86	O=C1CCCN1CCCNS(=O)(=O)c1cccc(F)c1	1.4%	·
87	N/C(=N\OC(=O)COc1ccccc1)c1cccnc1	?	·
88	Cc1[nH]nc(N)c1-c1ccc(Cl)cc1	?	·
89	COCCCN1C(=O)c2ccc(C(=O)Nc3ccc(C)cc3C)cc2C1=O	-0.6%	2.2
90	CN(Cc1ccccc1)C(=O)c1ccc(NC(=O)Cc2cccc(NC(=O)C3CCCN(C(=O)C4CCC4)C3)c2)cc1 (stereo not given)	?	·

# (further entries)
no.	SMILES	S3 lipid droplet	S3 lipid droplet cell count max
91	COc1cccc(NC(=O)c2cccc(N3C(=O)C4C5C=CC(C5)C4C3=O)c2)c1 (stereo not given)	?	·
92	Cc1cc(C)cc(NC(=S)N2CCCC2)c1	6.3%	-14.7
93	O=C(COc1ccc2c3c(c(=O)oc2c1)CCC3)NCCCN1CCOCC1	i	-7.3
94	c1ccc(-c2nc(N3CCN(c4ccccc4)CC3)nc(-n3ccnc3)n2)cc1	6.7%	-8.8
95	COC(=O)C1=CO[C@@H](O[C@@H]2O[C@H](CO)[C@@H](O)[C@H](O)[C@H]2O)[C@H]2[C@@H]1C(=O)C[C@@H]2C	?	·
96	O=C(CSc1nnc(-c2ccccc2F)o1)NC(=O)Cc1ccccc1	?	·
97	Cc1cc(=O)oc2cc(OCCCN3C(=O)c4ccccc4C3=O)ccc12	8.1%	1.1
98	O=S(=O)(c1ccccc1)N1CCN(CC2CC3C=CC2C3)CC1 (stereo not given)	1.2%	19.3
99	CCN(CC)CCOc1c(C)cccc1Cl	?	·
100	COc1ccc(-n2nnnc2SCC(=O)NC(=O)Nc2ccc3c(c2)OCCO3)cc1	?	·
101	COc1cc(-c2nnc(SCC(=O)N3c4ccccc4Sc4ccccc43)o2)cc(OC)c1OC	-8.3%	·
102	CCc1nc(N2CCN(CC(=O)NCC3CCCO3)CC2)c(C#N)c2c1COC(C)(C)C2 (stereo not given)	?	·
103	O=C1CN(C(=O)CSc2nnc(Nc3ccccc3)s2)c2ccccc2N1	?	·
104	CC(C)CNc1nc(=S)nc(N(C)C)[nH]1	-5.7%	-11.6
105	Cc1ccc(C(=O)NCC(=O)OCC(=O)c2ccc(Br)s2)cc1	9.6%	5.9
106	CCCC(=O)Nc1c2c(nn1-c1ccc(C)cc1)CS(=O)(=O)C2	?	·
107	Cn1c(=N)c(S(=O)(=O)c2ccccc2)cc2c(=O)n3ccccc3nc21	?	·
108	Cn1c2c(c(=O)[nH]c1=O)C(c1ccc(O)cc1)C1=C(N2)c2ccccc2C1=O (stereo not given)	?	·
109	O=[N+]([O-])c1cccc(CP(=O)(c2ccccc2)c2ccccc2)c1	?	·
110	Cc1c(C(=O)Nc2ccc3nc(N4CCOCC4)sc3c2)oc2ccccc12	?	·
111	COC(=O)c1onc(C(=O)c2ccccc2)c1C(=O)OC	?	·
112	CC(=O)N1CCN(C(=O)CCc2nnc(CCCCc3ccccc3)o2)CC1	0.1%	0.7
113	COc1ccc(/C(C#N)=C/c2cccnc2)cc1	26.8%	0.4
114	COc1ccc(NC(=O)N(Cc2cccs2)Cc2cc3cc4c(cc3[nH]c2=O)OCO4)cc1	?	·
115	CC(=O)c1ccc(OCC(=O)N2CCN(S(=O)(=O)c3ccc(C)cc3C)CC2)cc1	?	·
116	COc1ccc(OC(C)C(=O)Nc2ccc(F)cc2F)cc1 (stereo not given)	?	·
117	COc1ccc(Cl)cc1NC(=S)NCc1ccc(S(N)(=O)=O)cc1	?	·
118	O=C(Nc1ncc(Cc2ccc(Cl)cc2Cl)s1)c1ccc([N+](=O)[O-])cc1	?	·
119	COc1ccc(NC(=O)/C(=C\c2ccccc2)NC(=O)c2ccco2)cc1	?	·
120	CCN(CC)CCn1c2c(c(SCC(=O)Nc3ccc(C)c(F)c3)nc1=O)CCCC2	?	·

# Rewritten with values under each structure: entries from further up.
# Results follow in this order: S3 lipid droplet | S3 lipid droplet cell count max
(78) CCCCSc1nc(C)c(CC(=O)O)c(=O)[nH]1
→ ? | ·
(79) COc1ccccc1NC(=S)N1CCN(Cc2ccccc2)CC1
→ ? | ·
(80) CC(C)C(C)NC(=O)COc1ncnc2ccccc12 (stereo not given)
→ ? | ·
(81) CC(NC(=O)C(=O)NN=C1CCCCCCCCCCC1)c1ccccc1 (stereo not given)
→ 5.6% | 8.4

# The list is partial; rates above refer to the full screens.
